Bioassay records deposited in PubChem by National Center for Advancing Translational Sciences (NCATS).
POLK inh – qHTS for Inhibitors of Polymerase Kappa. actives 0.53% (n = 400,000). Potency, µM (doses to about 107 µM), for inactives: top-dose activity, negative = inhibition, usual class: inhibitors. purified Pol kappa, fluorescent DNA synthesis assay, 10 min; further: on the % scale 0 is the no-effect control and ±100 the full control effect
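Readout: fluorescence, taken kinetically at 0 and 10 min. Conditions: 10 nM Pol kappa, 15 min RT compound preincubation, 50 nM substrate final. Controls: enzyme-free buffer wells.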
BAZ2B block – qHTS Assay for Inhibitors of BAZ2B | AID 504333, 2011 | Potency, µM (highest dose often 114 µM), inactives show at the highest dose activity change, negative = inhibition, actives largely listed as inhibitors | Bromodomain adjacent to zinc finger domain protein 2B (Homo sapiens), Q9UIF8 | AlphaScreen BAZ2B-H3K14Ac peptide displacement | actives 4.4% (n = 360,000); further: on the % scale 0 is the no-effect control and ±100 the full control effect; nearly all actives have a fitted effect of over 60% in size
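Inhibition is scored as reduced AlphaScreen emission. The BAZ2B/b-H3(5-23)K14Ac complex (50 nM each) in PBS pH 7.4, 0.01% Tween-20 meets compound (up to 110 uM) for 30 min at RT before bead addition.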
POLI inh – qHTS for Inhibitors of Polymerase Iota | actives 1% (n = 390,000) | DNA polymerase iota (Homo sapiens), Q9UNA4 | AID 588590, 2011 | Pol iota fluorescent replication assay, 10 min | Potency, µM (series often up to 115 µM), for inactives: at the top dose activity, negative = inhibition, usual class: inhibitors
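Pol iota at 10 nM preincubated 15 min with compounds at room temperature; reaction started with fluorescent substrate, 50 nM final. Fluorescence read kinetically at 0 and 10 min; buffer-only wells as negative control.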
JMJD2A Tudor inh – qHTS Assay for Inhibitors of JMJD2A-Tudor Domain; Lysine-specific demethylase 4A (Homo sapiens), O75164; AlphaScreen JMJD2A-Tudor / H3K4me3 peptide binding; Potency, µM (highest dose often 114 µM), for inactives: at the highest dose activity change, negative = inhibition, usual class: inhibitors; actives 4.4% (n = 390,000); AID 504339, 2011; further: on the % scale 0 is the no-effect control and ±100 the full control effect; nearly all actives have a fitted effect of over 50% in size
G9a inh – qHTS Assay for Inhibitors of Histone Lysine Methyltransferase G9a; Potency, µM (top dose mostly 102 µM), inactives show top-dose activity, negative = inhibition, actives largely listed as inhibitors; G9a H3K9 monomethylation, AlphaScreen, 2 h; actives 8.8% (n = 350,000); further: on the % scale 0 is the no-effect control and ±100 the full control effect; nearly all actives have a fitted effect of over 75% in size
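Step 1: enzyme (final 20 nM) with compound, 15 min RT. Step 2: substrate peptide 500 nM and SAM 20 uM, 2 h RT. Step 3: anti-H3K9me1 antibody and AlphaScreen beads, 10 min, then plate read.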
Pol beta inh – qHTS Assay for Inhibitors of DNA Polymerase Beta | AID 485314, 2010 | actives 1.3% (n = 340,000) | P06746 | Potency, µM (highest dose often 114 µM), for inactives: at the highest dose activity change, negative = inhibition, most hits filed as inhibitors | Pol beta primer extension/strand displacement, fluorescence kinetic; further: on the % scale 0 is the no-effect control and ±100 the full control effect
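Reaction started by 50 nM substrate onto compound-treated Pol beta (10 nM, 15 min preincubation, room temperature); plates read at 0 min and 10 min. Normalized concentration-effect data fitted by four-parameter Hill equation.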
BLM helicase inh – qHTS Assay for Inhibitors of Bloom's syndrome helicase (BLM); actives 0.2% (n = 350,000); RecQ-like DNA helicase BLM (Homo sapiens), P54132; AID 2528, 2010; recombinant BLM DNA unwinding, fluorescence dequenching; Potency, µM (titrated, usually from 56.1 µM), without a hit: at the top dose activity change, negative = inhibition, most hits filed as inhibitors;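 further: plate controls were vehicle for no effect and no enzyme for full effect; nearly all actives have a fitted effect of over 35% in size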
Target sequence (P54132 whole entry, looked up): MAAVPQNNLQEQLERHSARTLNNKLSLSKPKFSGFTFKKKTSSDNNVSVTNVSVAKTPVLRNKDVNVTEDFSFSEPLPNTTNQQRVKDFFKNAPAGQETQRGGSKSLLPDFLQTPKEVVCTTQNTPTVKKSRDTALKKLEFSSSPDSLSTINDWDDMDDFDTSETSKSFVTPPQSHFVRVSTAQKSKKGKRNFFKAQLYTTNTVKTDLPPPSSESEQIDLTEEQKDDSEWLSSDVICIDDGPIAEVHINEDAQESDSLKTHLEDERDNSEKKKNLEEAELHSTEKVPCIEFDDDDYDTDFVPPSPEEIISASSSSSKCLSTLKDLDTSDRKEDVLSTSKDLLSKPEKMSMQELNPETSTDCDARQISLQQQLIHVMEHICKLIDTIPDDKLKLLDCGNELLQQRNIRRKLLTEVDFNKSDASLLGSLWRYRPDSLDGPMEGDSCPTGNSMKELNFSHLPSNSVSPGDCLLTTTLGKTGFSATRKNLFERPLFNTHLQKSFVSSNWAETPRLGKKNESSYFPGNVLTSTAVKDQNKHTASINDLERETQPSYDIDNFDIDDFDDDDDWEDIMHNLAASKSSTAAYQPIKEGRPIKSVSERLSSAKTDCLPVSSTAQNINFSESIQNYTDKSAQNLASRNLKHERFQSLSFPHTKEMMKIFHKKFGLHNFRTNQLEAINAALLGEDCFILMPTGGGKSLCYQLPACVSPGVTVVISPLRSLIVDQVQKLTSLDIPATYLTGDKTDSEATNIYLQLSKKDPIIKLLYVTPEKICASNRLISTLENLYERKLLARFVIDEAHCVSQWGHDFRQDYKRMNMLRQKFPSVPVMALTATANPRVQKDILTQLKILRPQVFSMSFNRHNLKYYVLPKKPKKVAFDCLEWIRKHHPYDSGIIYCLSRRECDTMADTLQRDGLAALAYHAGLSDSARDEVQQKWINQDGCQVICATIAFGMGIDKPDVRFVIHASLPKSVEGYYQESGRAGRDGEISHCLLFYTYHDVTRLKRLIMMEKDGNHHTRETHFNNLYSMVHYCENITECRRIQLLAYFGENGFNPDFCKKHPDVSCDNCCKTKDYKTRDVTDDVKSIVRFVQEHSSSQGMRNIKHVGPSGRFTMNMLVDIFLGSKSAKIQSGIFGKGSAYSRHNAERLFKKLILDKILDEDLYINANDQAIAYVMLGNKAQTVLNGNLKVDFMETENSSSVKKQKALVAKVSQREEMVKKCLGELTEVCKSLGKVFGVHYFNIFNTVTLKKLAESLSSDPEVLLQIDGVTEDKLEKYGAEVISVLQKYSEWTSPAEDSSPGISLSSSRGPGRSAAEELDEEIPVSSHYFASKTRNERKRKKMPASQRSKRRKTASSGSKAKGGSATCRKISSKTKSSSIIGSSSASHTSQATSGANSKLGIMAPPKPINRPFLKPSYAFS
POLH inh – qHTS for Inhibitors of Polymerase Eta; recombinant Pol eta, fluorescent DNA replication assay; Potency, µM (series often up to 114 µM), for inactives: top-dose activity change, negative = inhibition, most hits filed as inhibitors; actives 1.2% (n = 390,000); further: on the % scale 0 is the no-effect control and ±100 the full control effect
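Pol eta (10 nM) was preincubated with compounds for 15 min at room temperature, after which fluorescent replication substrate (50 nM final) was added to start the reaction. Fluorescence was read kinetically at 0 and 10 min.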
APE1 inh – qHTS Assay for Inhibitors of the Human Apurinic/apyrimidinic Endonuclease 1 (APE1); Potency, µM (titrated, usually from 65.8 µM), for inactives: at the top dose activity change, negative = inhibition, hits mostly inhibitors; actives 0.35% (n = 350,000); DNA repair nuclease/redox regulator APEX1 (Homo sapiens), P27695; recombinant APE1, TAMRA/BHQ-2 abasic DNA cleavage fluorescence; AID 2517, 2012;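 further: plate controls were vehicle for no effect and reference inhibitor for full effect; nearly all actives have a fitted effect of over 55% in size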
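Compound pre-exposure to 0.75 nM APE1, 15 min at ambient temperature. Reaction initiated with 50 nM TAMRA/BHQ-2 THF substrate, read immediately in kinetic mode, 525 nm excitation, 598 nm emission.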
* hit, by the source's call; ? = inconclusive; · = no result given; & = joins results of further samples; [ ] = another dose, or the depositor's remark. The call rests on the fitted dose curve; in most records, active means well fitted curve in the direction sought with a large enough effect; inconclusive means small, poorly fitted or top-dose-only effect, or another doubt; inactive means no such curve, though single readings can be large; an effect the other way counts as inactive or inconclusive. Potency means the concentration at half of the fitted maximal effect. Only part of the results is shown. The share of hits here may be higher or lower than overall.

Each structure is followed by: POLK inh, BAZ2B block, POLI inh, JMJD2A Tudor inh, G9a inh, Pol beta inh, BLM helicase inh, POLH inh, APE1 inh
> Cc1cc(C(=O)NNC(=S)Nc2ccccc2C)cs1
→ 0%, 5%, 13%, -12%, -1%[59 µM], 11%, 5%, -12%, ?
> CCNc1ncc2nc(-c3cccs3)c(=O)n(CCC#N)c2n1
→ ?, ·, ·, ·, -14%[0.501 µM], ·, -12%, ·, -5%
> CCC(=O)/C=C1\Sc2ccc(OC)cc2N1CC
→ 0%, 2%, 19%, -15%, 50µM*, 9%, 4%, -10%, 3%
> Cc1ccc(C(=O)CSc2nnc3c4ccccc4nc(C(C)(C)C)n23)cc1
→ -3%, ?, -7%, -12%, ?, -2%, -14%, -10%, 20%
> CCN(CC)CCCNC(=O)c1ccc2c(c1)NC(=O)C(CS(=O)(=O)Cc1ccc(F)cc1Cl)N2 (stereo not given)
→ -6%[60.1 µM], -10%, 46%[activator], -18%, 10µM*, 16%, 7%, 2%, ·
> COc1ccc(Oc2cccc(Cl)c2CNC(=O)CC(C)(C)CC(=O)O)cc1
→ -21%, 3%, -15%, -3%, 20%, -24%, 0%, -3%, -1%
> COc1ccc(NC(=O)CN2CCC(NC(=O)c3ccc(OC)cc3)CC2)cc1
→ -3%, -7%, 14%, -16%, 18%, -2%, -4%, -2%, -9%
> CCCOc1cccc(C2/C(=C(/O)c3ccccc3)C(=O)C(=O)N2CCN(C)C)c1 (stereo not given)
→ -16%, ?, 63%[activator], -13%, -5%[12.7 µM], -10%, 2%, 1%, 0%
> O=C(CN1CCCN(Cc2ccc(F)cc2Cl)C1=O)NC1CCCCCCC1
→ -6%, ?, 0%, -11%, ?, 4%, -3%, -13%, -3%
> Cc1ccc(S(=O)(=O)c2nnn3c2nc(NC(C)c2ccccc2)c2sccc23)cc1 (stereo not given)
→ 11%, -10%, 4%, -18%, 3%[59 µM], 9%, -3%, -13%, ·
> COc1ccc(CCCN2CCC(CN3C(=S)NC[C@@H]3Cc3ccccc3)CC2)cc1OC
→ -7%, ·, -15%, ?, ·, ·, ·, -12%, ·
> CC1C(c2ccccc2)N(C)C(c2ccccc2)C(C)C1(O)C#Cc1ccccc1 (stereo not given)
→ -14%, ?, 15%, -10%, 5%[59 µM], 4%, -5%, -29%, -2%
> CC1CC(=O)Nc2ccccc2N1S(=O)(=O)c1cccc(Cl)c1 (stereo not given)
→ -8%, -1%, -1%, -2%, 14%, 3%, 2%, -20%, 3%
> C=CCSc1nnc(-c2c[nH]c3ccccc23)n1CCOC
→ -4%, 12%, 3%, -12%, 9%, 24%, 1%, -7%, 1%
> O=C(COc1ccc(Cl)cc1)NCc1nnc(SCC(=O)Nc2ccccc2F)o1
→ 2%, -7%, 37%[activator], -6%, -2%[59 µM], 17%, -3%, -20%, 7%
> O=C(Nc1ccc(Cl)cc1)[C@@H]1[C@@H]2C(=O)N(c3ccc4ccccc4c3)C(=O)[C@@H]2[C@H]2C=CC=NN21
→ -4%, ?, ?, 63µM*, 3.2µM*, 26%, -19%, -7%, -3%
> c1ccc(CNc2cncnc2)cc1
→ -6%, -2%, 9%, -7%, ·, -4%, -5%, -8%, 8%
> CCN(CC)C(=O)c1[nH]cnc1C(=O)Nc1ccc(C)cc1
→ 13%, -7%, 7%, -8%, 3%[0.501 µM], ·, ·, -3%, 11%
> Cc1cc(C)cc(-n2ncc3c2CCCC3NC(=O)c2cc(C)n(C)n2)c1 (stereo not given)
→ 4%, -18%[57.1 µM], -13%, -4%, -7%, 1%, -2%, -9%, 46%[activator]
> CCN(CC)c1ccc(N=CN2CCOCC2)cc1
→ -15%, ?, 97%[activator], 79µM*, 11µM*, -13%, -3%, 9%, 30%
> CCC(=O)Nc1ccc2c(c1)ncn2CCc1ccccc1
→ -10%, 2%, 7%, -10%, 3%[2.33 µM], 46%, 1%, 6%, 2%
> COc1ccc(NC(=O)c2cncc(Br)c2)cc1S(=O)(=O)N1CCCCC1
→ 3%, -2%, 10%, -15%[57.1 µM], -7%[59 µM], 3%, -5%, -3%, 0%
> COCCNC(=S)Nc1ccc2nsnc2c1
→ -13%, 3%, 20µM*, -8%, -19%[59 µM], 43%, -14%, -6%, 0%
> COc1ccccc1COC(=O)Nc1c(C)nn(C)c1Cl
→ -1%, -3%, 14%, -2%, 29%, 44%, 0%, -18%, -2%
> CN(C)c1ccc(CNCCC(Cc2ccccc2)c2ccco2)cc1 (stereo not given)
→ -6%, 22µM*, 2%, 20µM*, 22µM*, 19%, 2%, -18%, 9%
> O=C(NC1CCCC1)c1cnn(-c2ccc(F)cc2F)c1C1CCNCC1
→ 0%, 11%[57.1 µM], 5%, 2%, -6%[59 µM], 67%, 2%, -5%, ·
> O=C(NN=C1CCCC1)c1ccc([N+](=O)[O-])cc1
→ 7%, 7%, 1%, 3%, -48%, 24%, -1%, -9%, -1%
> O=C(NCCc1cscn1)C1CCC(=O)N(Cc2ccc(Cl)cc2)C1 (stereo not given)
→ -4%, -19%, 29%, -16%, 71µM*, 3%, -10%, -18%, 7%
> CN(C)S(=O)(=O)c1ccc2oc(SCC(N)=O)nc2c1
→ -15%, 3%, -2%, -10%, 1%[59 µM], 2%, -6%, -14%, 2%
> Cc1ccc2[nH]c3c(=O)n(Cc4ccco4)cnc3c2c1
→ -9%, -19%, -24%, 13%, -3%, -23%, -7%, -9%, -3%
> COc1ccc([C@H]2/C=C\CN(C(=O)C3CCCC3)[C@@H](C)C(=O)N2Cc2ccc(F)cc2)cc1
→ -15%, ·, 39%[activator], -26%, ·, ·, ·, -17%, ·
> CC(NC(=O)CN1CCc2ccccc21)c1ccccc1 (stereo not given)
→ -26%, -25%, 8%, -29%, 25µM*, 7%[57.1 µM], -1%, -6%, ?
> Nc1cc([N+](=O)[O-])ccc1O
→ -23%, -8%, ?, ?, -6%[59 µM], 21%, -7%, ?, 0%&-1%
> O=C(Nc1cccc(F)c1)Nc1ccc(Cl)cn1
→ 10%, 10%, -10%, 0%, 63%[activator], 1%, -2%, 3%, 25%
> COC(=O)c1cc(NC(=O)c2cc3c(-c4ccccc4F)nn(C)c3s2)cc(C(=O)OC)c1
→ -2%, -22%, 5%, -17%, 5%[59 µM], 23%, -2%, -16%, ·
> O=S(=O)(Nc1ccc(Cl)cc1)c1cccc2cccnc12
→ -2%, -2%, 131%[activator], -6%, -1%, 2%, 0%, -5%, 7%
> COc1c(Br)cc2c(C)c(C(=O)N3CCOCC3)oc2c1Br
→ -8%, 2%, 12%, -8%, 9%[12.7 µM], -11%, -3%, -8%, -4%
> O=C(CSc1nn(-c2ccc(F)cc2)c(=S)s1)NCC1CCCO1 (stereo not given)
→ 1%, ?, 0%, -24%, -31%, 11%, -12%, -11%, -8%
> C=CCOc1ccc(C(=O)Nc2ccc3c(c2)n(C)c(=O)n3C)cc1
→ -3%, ?, 85%[activator], -14%, 20%[59 µM], -24%, -5%, -4%, 27%
> Cc1cnc(C(=O)Nc2ccccc2-c2nnn(CC(=O)NC3CCCC3)n2)cn1
→ -10%, 5%, 0%, -3%, ?, -19%, 1%, ?, 13%

Arranged by SMILES length (low to high): 4 of the compounds above.
Each structure is followed by: POLK inh, BAZ2B block, POLI inh, JMJD2A Tudor inh, G9a inh, Pol beta inh, BLM helicase inh, POLH inh, APE1 inh
> COc1c(Br)cc2c(C)c(C(=O)N3CCOCC3)oc2c1Br
→ -8%, 2%, 12%, -8%, 9%[12.7 µM], -11%, -3%, -8%, -4%
> O=C(NC1CCCC1)c1cnn(-c2ccc(F)cc2F)c1C1CCNCC1
→ 0%, 11%[57.1 µM], 5%, 2%, -6%[59 µM], 67%, 2%, -5%, ·
> Cc1cnc(C(=O)Nc2ccccc2-c2nnn(CC(=O)NC3CCCC3)n2)cn1
→ -10%, 5%, 0%, -3%, ?, -19%, 1%, ?, 13%
> COC(=O)c1cc(NC(=O)c2cc3c(-c4ccccc4F)nn(C)c3s2)cc(C(=O)OC)c1
→ -2%, -22%, 5%, -17%, 5%[59 µM], 23%, -2%, -16%, ·

More entries follow:
Each structure is followed by: POLK inh, BAZ2B block, POLI inh, JMJD2A Tudor inh, G9a inh, Pol beta inh, BLM helicase inh, POLH inh, APE1 inh
> CCC(C)N1C(=O)c2ccccc2C1C(=O)NC1CCCCCC1 (stereo not given)
→ -1%, 2%, 18%, -3%, -1%[59 µM], 2%, 0%, -4%, -2%
> Cc1ccc(C)c(N2CCN(C(=O)Cn3cnc4sc(C)c(S(=O)(=O)N5CCN(c6ncccn6)CC5)c4c3=O)CC2)c1
→ -9%, -1%, 4%, -13%, -4%[59 µM], -19%, -3%, -17%, ·
> Cc1cc(NC(=O)CCCn2nc([N+](=O)[O-])cc2C)no1
→ -26%, 4%, 37%[activator], 2%, -20%, -16%, 1%, -9%, -3%
> COc1ccccc1OCCCCCCN1CCN(C)CC1
→ -27%, ·, ?, -32%, ·, ·, ·, -7%, ·
> COc1cc2c(cc1OC)C(NC(=O)C(F)(F)F)CNC2=O (stereo not given)
→ -17%, -12%, 166%[activator], 2%, -24%, 13%, -3%, -2%, -4%
> C[C@@H]1C(c2ccccc2)=NN(c2ccc(Br)cc2)[C@H]1C(=O)N1CCOC1=O
→ ?, ·, -22%, 41%[activator], 90%[activator][59 µM], ·, -14%[75.6 µM], -9%, -1%&-10%
> CCOC(=O)c1ccc(NC(=O)COc2ccc(CNC3CCCCC3)cc2OC)cc1
→ -6%, -21%, 122%[activator], -6%, -10%, 0%, -14%, -7%, 12%
> CCCc1cc(=O)[nH]c(=S)[nH]1
→ -14%, -1%, 1%, -12%, -48%[12.7 µM], 22%, 2%, -12%, 8%
> CCC(CC)NC(=O)Nc1ccc(F)cc1F
→ 2%[60.1 µM], 2%, -7%, 0%, 3%, 36%, -3%, -17%, -1%
